Screening results as filed in PubChem BioAssay.
Pf growth 96h: inhibits malaria parasite growth, 96 h; P. falciparum luciferase reporter growth, 96 h; Potency, µM (top dose mostly 28.7 µM), for inactives: at the highest dose activity change, negative = inhibition, most hits filed as inhibitors; 6.9% of 320,000 active; note: potency is the fitted concentration of half-maximal effect; % is set by controls: 0 for no effect and ±100 for the full control effect
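Infected RBCs, 2% Hct / 0.05% parasitemia final; luciferase-reporter P. falciparum; cpd 96 h, 37 C, 5% CO2; luciferase detection reagent; luminescence.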
Cycloheximide cs: counter-screen for Shiga toxin inhibitors: cycloheximide protein synthesis inhibition; 12% of 300,000 active; AID 2314; cell reporter, cycloheximide protein synthesis inhibition counterscreen; max response, %; in the data active = max response mostly above about 13%, no sharp cut-off; inactive = mostly below about 14%; note: read at 38.3 µM for the half of the compounds with a filed dose; 0% is about no effect
LmPK inh: inhibitors of Leishmania mexicana pyruvate kinase; Q27686; purified LmPK, Kinase-Glo ATP luminescence, 1 h; Potency, µM (titrated, usually from 57.5 µM), for the others: at the top dose activity change, negative = inhibition, actives largely listed as inhibitors; 0.37% of 290,000 active; AID 1721; note: potency is the fitted concentration of half-maximal effect; % is set by controls: 0 for no effect and ±100 for the full control effect
Target sequence (Q27686 whole entry, looked up): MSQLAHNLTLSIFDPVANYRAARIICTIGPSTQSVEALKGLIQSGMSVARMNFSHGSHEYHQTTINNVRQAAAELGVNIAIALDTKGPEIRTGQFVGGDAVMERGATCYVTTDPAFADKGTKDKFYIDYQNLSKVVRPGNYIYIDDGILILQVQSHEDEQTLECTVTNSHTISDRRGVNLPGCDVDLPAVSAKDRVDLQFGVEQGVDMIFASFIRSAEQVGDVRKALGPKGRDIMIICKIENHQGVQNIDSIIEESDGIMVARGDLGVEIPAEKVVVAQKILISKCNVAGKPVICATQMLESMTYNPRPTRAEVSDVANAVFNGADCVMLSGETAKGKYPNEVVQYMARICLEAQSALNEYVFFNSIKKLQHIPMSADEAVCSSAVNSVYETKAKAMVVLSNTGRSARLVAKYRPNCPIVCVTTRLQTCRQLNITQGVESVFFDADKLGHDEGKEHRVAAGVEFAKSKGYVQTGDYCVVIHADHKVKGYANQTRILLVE
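Purified LmPK (0.1 nM) converted ADP (0.1 mM) to ATP with PEP (0.5 mM) in imidazole buffer pH 7.2 with KCl and MgCl2, 1 h at room temperature. ATP was read by Kinase-Glo luminescence; data normalized to uninhibited and no-enzyme controls.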
TbPYK inhibitor: inhibitors of Trypanosoma brucei pyruvate kinase; Q57TT1; TbPYK enzyme, Kinase-Glo Plus ATP luminescence, 45 min; Potency, µM (doses to about 76.8 µM), for the others: top-dose activity, negative = inhibition, hits mostly inhibitors; 0.12% of 410,000 active; AID 624173; note: potency is the fitted concentration of half-maximal effect; % is set by controls: 0 for no effect and ±100 for the full control effect; nearly all actives have a fitted effect of over 50% in size
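Screened from lowest to highest concentration, compounds were pinned into TbPYK/substrate mixtures, and ADP (130 uM final) was added. Plates sat at room temperature for 45 min prior to Kinase-Glo Plus detection by luminescence.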
AMA1 RON2 block: disrupts binding of P. falciparum AMA1 to RON2. AlphaScreen AMA1-biotinylated RON2 peptide binding. Potency, µM (series often up to 58.2 µM), for inactives: at the top dose activity change, negative = inhibition, hits mostly inhibitors. 0.2% of 360,000 active. AID 720542;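 note: potency is the fitted concentration of half-maximal effect; 0% = vehicle wells and -100% = peptide control; nearly all actives have a fitted effect of over 45% in size; some results filed as inactive show a strong effect at the top dose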
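AMA1 (3D7) with his tag at 25 nM final met compounds first, then biotinylated RON2 peptide at 25 nM; detection used donor plus acceptor beads, 10 µg/mL apiece, read by AlphaScreen after 30 min at room temperature.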
Pf growth 48h: P. falciparum growth inhibition at 48 hours (one generation) | 5.9% of 310,000 active | AID 504832 | Potency, µM (series often up to 28.7 µM), for inactives: at the highest dose activity change, negative = inhibition, actives largely listed as inhibitors | P. falciparum luciferase growth in erythrocytes, 48 h; note: potency is the fitted concentration of half-maximal effect; % is set by controls: 0 for no effect and ±100 for the full control effect
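A one-generation exposure of luciferase-tagged malaria parasites in RPMI 1640/Albumax erythrocyte culture, 37 C and 5% CO2. Inhibition is inferred from decreased luminescence after adding detection reagent.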
Shiga toxin inh: inhibitors of Shiga toxin in Vero cells; Vero cells, Shiga toxin protein synthesis inhibition reporter; inhibition, % at 38.7 µM; 9.2% of 290,000 active; AID 2315; in the data active = inhibition mostly above about 28%, no sharp cut-off; inactive = mostly below about 43%; note: 0% is about no effect
* = called active by the depositor; ? = inconclusive; . = no result given; [ ] = dose if it differs, or a comment. Unless noted, calls come from the whole dose curve; as a rule, active = well fitted curve in the direction sought with a large enough effect; inconclusive = small, poorly fitted or top-dose-only effect, or another doubt; inactive = no such curve, though single readings can be large; an effect the other way counts as inactive or inconclusive.

SMILES | Pf growth 96h | Cycloheximide cs | LmPK inh | TbPYK inhibitor | AMA1 RON2 block | Pf growth 48h | Shiga toxin inh
COc1ccc(C2C(C#N)=C(N)Oc3c2sc2nc(C)cc(C)c32)cc1 (centres undefined) | . | 1 | 2% | 1% | -8% | -1% | -1
CCN1C(=O)/C(=C\N(C(C)=O)c2ccccc2)OC1=S | 12µM* | 32* | 1% | -7% | 0% | 32%[activator] | 31*
CC(C)NC(=O)C(=O)Nc1ccc2c(c1)N(S(=O)(=O)c1cccs1)CCC2 | ? | . | . | -11% | -17% | ? | .
CN(C)CCCN(Cc1ccccc1)C(=S)Nc1ccc(OC(F)F)cc1 | ? | -2 | 8% | -9% | -10% | ? | -19
CC(CCc1ccccc1)NC(=O)C1CCN(S(=O)(=O)N2CCOCC2)CC1 (centres undefined) | ? | -4 | 1% | 1% | 14% | -2% | -8
COC1CCCCC1Nc1cccc(SC)c1 (centres undefined) | . | -1 | -10% | 0% | -11% | 28% | 14
CC(C)NC(=O)NC(=O)COC(=O)c1cc(S(=O)(=O)N2CCCCC2)ccc1N1CCOCC1 | ? | 12* | -2% | -7% | 19% | 8.3µM* | 44*
CN(CCCCCCCCCCN(C)C(=O)Oc1cccc([N+](C)(C)C)c1)C(=O)Oc1cccc([N+](C)(C)C)c1 | 0.074µM* | . | . | -1% | -19% | 0.12µM* | .
Cc1cccc(C(=O)NC(NCc2ccco2)C(Cl)(Cl)Cl)c1 (centres undefined) | -4% | -2 | 6% | 10% | 6% | -8% | 13
O=C(C(=O)N1CCCc2ccccc21)c1c[nH]c2ccccc12 | 30% | -2 | 1% | -7% | -4% | -28% | -4
COc1ccc2cc3cc(C(=O)NCCc4ccc(OC)c(OC)c4)oc3nc2c1 | 34%[activator] | -5 | -1% | 0% | 10% | ? | -15
CC(C)N1CCN(Cc2ccoc2)CC1CCO (centres undefined) | ? | -4 | 6% | -5% | 2% | 0% | -7
COc1ccc(Br)c(OC)c1C(=O)NC(=O)Nc1c(F)cccc1F | ? | 2 | 7% | -1% | -8% | . | 2
COc1ccc(-c2noc(CN3CCCCC3)n2)cc1OC | 22% | 12 | 1% | -1% | -6% | 2% | 52
CCOC(=O)Cc1csc(NC(NC(=O)CC)(C(F)(F)F)C(F)(F)F)n1 | -27% | -2 | 1% | -10% | -3% | 18% | -11
COc1ccc(C2CC(c3ccc(Br)cc3)=NN2C(=O)CCC(=O)O)cc1OC (centres undefined) | 97%[activator] | -3 | -5% | 4% | 12% | -23% | 14
COc1c(N2CCNC(C)C2)c(F)cc2c(=O)c(C(=O)O)cn(C3CC3)c12 (centres undefined) | 5.4µM* | . | . | -7% | . | ? | .
O=C(Nc1ccc(-c2nc3ncccc3o2)cc1)c1ccco1 | . | 27* | -1% | -26% | -8% | 56%[activator] | 66*
CCOc1ccc(CN(CCO)CCO)cc1[N+](=O)[O-] | 48% | 2 | 0% | 8% | -15% | 13% | -14
N#C/C(=C/c1ccc(O)cc1)C(=O)NCc1ccc(Cl)cc1 | -4% | -4 | 3% | -1% | -16% | -12% | 0
Cc1ccc(NC(=O)CN(C)C(=O)c2cccc(S(=O)(=O)N3CCc4ccccc43)c2)cc1 | ? | . | . | 0% | -7% | ? | .
O=C(CS(=O)(=O)c1cccc(C(F)(F)F)c1)Nc1ccccc1Cl | 44%[activator] | 2 | 1% | 1% | -2% | 37%[activator] | 2
CCOc1ccc(N2CC(C(=O)Nc3cc(Cl)ccc3-n3cncn3)CC2=O)cc1 (centres undefined) | 33%[activator] | . | . | -1% | 4% | 1% | .
CCN1CCN(C(=O)C2CC(=O)N(c3ccc(Cl)cc3)C2)CC1 (centres undefined) | -11% | -6 | -9% | 8% | -2% | 14% | -2
CCOc1ccc2nc(NC(=O)CN3C(=O)C4CCCCC4C3=O)sc2c1 (centres undefined) | 37%[activator] | . | . | 8% | 13% | 37%[activator] | .
Next structures follow:
SMILES | Pf growth 96h | Cycloheximide cs | LmPK inh | TbPYK inhibitor | AMA1 RON2 block | Pf growth 48h | Shiga toxin inh
CCCCCCC(=O)N/N=C/c1ccco1 | ? | -7 | -3% | 3% | -5% | 11% | -13
O=C(CSc1nc(-c2ccco2)cc(C(F)(F)F)n1)Nc1cccnc1 | -23%[5.75 µM] | -4 | 1% | -3% | 6% | 21% | -16
CCOc1c2ccc(C(=O)NCCCCc3ccccc3)cc2nn1C | 10% | -2 | -4% | -8% | 2% | 33%[activator] | -3
Cc1ccc(NC(=S)NCc2ccc(F)cc2)c(C)c1 | ? | -1 | 0% | 1% | 1% | ? | -2
CCCn1c(SCC(=O)N(CC)CC)nnc1-c1ccncc1 | -7% | -2 | 5% | 3% | -18% | 6% | -4
OCC1(CCOc2ccccc2)CCN(Cc2cc(Cl)ccc2O)CC1 | ? | 3 | -2% | 7% | -15% | 26% | -5
COC(=O)C1=C(c2ccc3ccccc3c2)C[C@@H]2CC[C@H]1N2C(=O)NCCO | -22% | . | . | 0% | 3% | 3% | .
Cc1ccccc1N1CCN(C(=O)c2cc(C3CC3)nn2-c2ccccc2)CC1 | ? | . | . | -12% | -3% | ? | .
O=C(COC(=O)C1CC1)NCc1ccccc1Cl | . | 16* | 16% | -8% | 6% | 25% | 29
CCSc1nc2ccccc2n1CC(=O)O | ? | -1 | 3% | -13% | 11% | -4% | -11
CN1CCC(=NNC(=O)COc2ccc(Cl)cc2)CC1 | ? | -1 | 0% | -7% | 96%[activator] | -2% | -2
O=S(=O)(c1ccc(Cl)c(Cl)c1)N1CCc2nc3ccccc3n2CC1 | . | 6 | 0% | 7% | -1% | -20% | -7
CCS(=O)(=O)c1ccc2oc(SCC(=O)NC34CC5CC(CC(C5)C3)C4)nc2c1 | ? | -3 | 0% | -5% | -9% | . | -13
CN(C)S(=O)(=O)N1CCC(Oc2cccc(C(=O)NCCCC3CCCC3)c2)CC1 | 22% | 52* | 0% | 29% | 5% | ? | 57*
CCCC(=O)Nc1ccc(NC(=O)c2ccccn2)cn1 | . | 23* | ? | -5% | 66%[activator] | 96%[activator] | 48
O=C1C=C(Nc2ccccc2C(=O)O)c2ccccc2C1=O | 0% | 11 | -29% | -16% | 0% | -2% | 26
Cc1ccc(NC(=O)Nc2ccc3c(c2)OCO3)nc1 | 10% | 21* | 3% | -4% | 0% | 46%[activator] | 80*
C/C(=N\NC(=O)c1ccc(N2CCCC2=O)cc1)c1ccccc1 | 60% | -1 | 9% | -14% | -3% | 15% | 17
COc1ccc(N(CC(=O)NCCc2ccccc2)C(=O)c2csnn2)cc1OC | 32%[activator] | -9 | -5% | -6% | -2% | 12% | -3
Cc1nc2ncccn2c1-c1csc(NCc2ccco2)n1 | 1% | 11 | 4% | -10% | -16% | ? | 9
C/C=C(/C)C(=O)Nc1cccc(C2=NOC3(C2)C[C@@H](C(N)=O)N(C(=O)CC(c2ccccc2)c2ccccc2)C3)c1 (some centres undefined) | ? | -5 | -1% | 1% | -9% | ? | -5
Cc1cccc(C(C)(C)C)c1OCCOCCN1CCCC1 | ? | -3 | 0% | -3% | 1% | 5% | -8
O=C(CCNc1ccccc1)c1ccc2c(c1)OCO2 | -18% | 63* | -13% | 3% | 3% | 74%[activator] | 71*
O=C1c2ccccc2C(=O)N1CCCc1nc(-c2ccccc2)no1 | 59%[activator] | 5 | 5% | 0% | 2% | 36%[activator] | 9
Cc1nc2cc(-c3ccccc3)sc2c(=O)n1N | 5% | -14 | 2.2µM* | 10µM* | -1% | 247%[activator] | -28
Next entries
SMILES | Pf growth 96h | Cycloheximide cs | LmPK inh | TbPYK inhibitor | AMA1 RON2 block | Pf growth 48h | Shiga toxin inh
COc1ccc(C(C)=O)cc1COC(=O)c1cccnc1Cl | 38%[activator] | -4 | -5% | -1% | -3% | 20% | -3
O=C1NCCN1Cc1ccc(F)cc1 | -4% | -4 | 3% | 0% | -3% | . | -23
COCCCNc1oc(/C=C/c2ccccc2)nc1C#N | -16% | 35* | 0% | 13% | 0% | 156%[activator] | 74*
COCCCn1c(=O)c2sccc2n2c(CCCC(=O)NCc3ccc(OC)cc3)nnc12 | ? | 1 | 0% | 2% | 5% | -6% | -1
CC1(C)SC[C@H](C(=O)Nc2cccc(Cl)c2)N1C=O | 8% | -3 | -1% | -1% | 15% | 5% | -13
CCOc1ccc(NS(=O)(=O)c2ccc3[nH]c(=O)[nH]c3c2)cc1 | 93%[activator] | -4 | -1% | -5% | -4% | -9% | -5
COc1ccc(OC)c2c1sc(=NC(=O)c1ccco1)n2C | ? | -2 | 15% | 0% | 15% | . | -8
CCc1nnc(SCC(=O)Nc2ccc(NC(C)=O)cc2)n1-n1cccc1 | 4% | . | . | 3% | 5% | 10% | .
O=[N+]([O-])c1ccc(Cc2ccccn2)cc1 | ? | . | . | 1% | -4% | -3% | .
Oc1ccc(N2Cc3ccccc3C2)cc1 | 30% | 20* | -14% | -11% | 0% | -3% | 15
Fc1ccc(-c2cn3cc(C(F)(F)F)cc(Cl)c3n2)cc1 | 118%[activator] | 28* | -14% | 0% | 11% | 375%[activator] | 103*
Cc1ccc(S(=O)(=O)NC(CC(=O)N2CCc3ccccc32)c2ccco2)cc1 (centres undefined) | 11% | 17 | 1% | -16% | -13% | -12% | 8
Cc1ccc(N2CCN(S(=O)(=O)c3cccs3)CC2C)cc1 (centres undefined) | -20% | -2 | 7% | 1% | -13% | 43% | -4
CCOCCOC(=O)C1=C(C)NC(=O)NC1c1ccc2c(c1)OCO2 (centres undefined) | ? | -2 | -8% | 4% | 16% | 10% | -12
C=CCOC(=O)C1=C(C)Nc2[nH]c(=O)[nH]c(=O)c2C1c1cccc(OC)c1 (centres undefined) | -16% | 1 | 5% | . | . | 19% | 4
COc1ccc2c(c1)NC(=O)CC(c1ccccc1)=N2 | 107%[activator] | 38* | 4% | -10% | -10% | . | 66*
O=C(CSc1ccc2nnc(-c3ccncc3)n2n1)Nc1ccc2c(c1)OCO2 | -38% | -6 | 22% | -8% | -12% | . | 4
Cc1cc(C)c2c(c1)-c1cc(C)nn1C(c1ccc3c(c1)OCO3)N2 (centres undefined) | 37%[activator] | -4 | 0% | 5% | 10% | ? | -16
CC(C)=CCN1CCN(Cc2cccnc2)CC1CCO (centres undefined) | ? | -2 | 1% | -10% | 0% | 15% | -14
Cc1cc(C)n2nc(C(=O)NC3CCCc4ccccc43)nc2n1 (centres undefined) | ? | -2 | 0% | 2% | -4% | 0% | -19

Individual results from above.
Reading of `CCOCCOC(=O)C1=C(C)NC(=O)NC1c1ccc2c(c1)OCO2` (centres undefined) in Pf growth 48h: 10%
Reading of `COc1ccc(C(C)=O)cc1COC(=O)c1cccnc1Cl` in TbPYK inhibitor: -1%
Reading of `CCN1C(=O)/C(=C\N(C(C)=O)c2ccccc2)OC1=S` in AMA1 RON2 block: 0%
Reading of `CCCC(=O)Nc1ccc(NC(=O)c2ccccn2)cn1` in TbPYK inhibitor: -5%

Grouped by structure: those above containing a nitro group on carbon
SMILES | Pf growth 96h | Cycloheximide cs | LmPK inh | TbPYK inhibitor | AMA1 RON2 block | Pf growth 48h | Shiga toxin inh
CCOc1ccc(CN(CCO)CCO)cc1[N+](=O)[O-] | 48% | 2 | 0% | 8% | -15% | 13% | -14
O=[N+]([O-])c1ccc(Cc2ccccn2)cc1 | ? | . | . | 1% | -4% | -3% | .
